High-throughput results: PubChem, Emory University Molecular Libraries Screening Center
PGE2 EP2 inh: human EP2 receptor antagonists, primary screen, TR-FRET cAMP, C6 glioma cells. AID 1422, 2008. hit rate 0.52% among 260,000. inhibition, % at 25 µM. C6 glioma cells expressing human EP2; cells stimulated with saturating PGE2. Prostaglandin E2 receptor EP2 subtype (Homo sapiens), P43116;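 active = percent inhibition above 40 after rounding to a whole number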;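 note: rat C6 glioma host cells with rolipram phosphodiesterase inhibitor present; the protocol text gives 20 µM as final concentration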
Target sequence (P43116 whole entry, looked up): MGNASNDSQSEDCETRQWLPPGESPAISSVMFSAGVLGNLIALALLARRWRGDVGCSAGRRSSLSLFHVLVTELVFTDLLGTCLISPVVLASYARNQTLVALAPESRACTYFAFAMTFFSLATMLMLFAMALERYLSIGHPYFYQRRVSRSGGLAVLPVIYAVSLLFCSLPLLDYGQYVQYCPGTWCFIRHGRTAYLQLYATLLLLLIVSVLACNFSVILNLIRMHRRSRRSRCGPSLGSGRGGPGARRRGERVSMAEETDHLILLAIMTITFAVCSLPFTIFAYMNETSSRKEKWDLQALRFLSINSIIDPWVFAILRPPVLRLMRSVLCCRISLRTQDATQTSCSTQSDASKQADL
EP2 mod: EP2 receptor modulators, cAMP readout, primary screen, cell-based, HTRF cAMP, PGE2 stimulation; induction, % at 25 µM; EP2-expressing cells, cAMP HTRF FRET, PGE2 co-stimulation; hit rate 0.83% among 260,000;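 active = compounds whose cAMP rise, as percent of the full-agonist control response, exceeds 60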;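 note: rat C6 glioma line stably carrying human EP2 under a CMV promoter; the protocol text gives 20 µM as final concentration; 100% = response of wells given 1 µM PGE2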
An asterisk follows results filed as active; & = joins results of further samples.

SMILES	PGE2 EP2 inh	EP2 mod
CCOC(=O)COc1ccccc1C1C(C#N)=C(N)Oc2n[nH]c(C)c21 (stereo unspecified)	9	3
CCOc1cc(NC(=O)c2ccco2)c(OCC)cc1NC(=O)c1ccc(C(C)(C)C)cc1	11	32
O=C(Cc1ccccc1Cl)N1CCC(n2nnc3cccnc32)CC1	5	18
O=C(Nc1cccc2ccccc12)c1cc2n(n1)C(C(F)(F)F)CC(c1ccco1)N2 (stereo unspecified)	9	-29
Nc1nc(SCC(=O)C2CCC(Br)CC2)c2[nH]cnc2n1 (stereo unspecified)	49*	-33
CCOc1ccc(N2CC(C(=O)OCC(=O)Nc3cccc(C)c3C)CC2=O)cc1 (stereo unspecified)	4	-45
Oc1ccc(-c2nc3cnccn3c2NCc2cccs2)cc1O	5	-50
COCCn1nnnc1C(c1cc2cccc(C)c2[nH]c1=O)N(Cc1ccccc1)Cc1cccnc1 (stereo unspecified)	18	26
C=CCn1c(SCC(=O)Nc2ccc(C)cc2)nnc1-c1ccncc1	11	-31
Cc1cc(C)c(NC(=O)CSc2nnc(-c3cccnc3)o2)c(C)c1	9	-4
COc1ccc(NC(=O)CSc2nnc(C)n2-c2ccc(C)cc2)cc1	5	14
CCC(=O)N1CCN(c2ccc(NC(=O)c3ccc(OC)c(Cl)c3)cc2)CC1	8	0
COc1ccc(CNC(=O)Cn2c(-c3cccs3)cc3cccnc32)cc1OC	6	-19
COc1ccc(C2CC(=O)C3=C(C2)NC(C)=C(C(=O)OC(C)C)C3c2ccc(C)o2)cc1OC (stereo unspecified)	13	-12
Cc1nc(NC2CCN(C(=O)C3(c4ccccc4)CC3)CC2)[nH]c(=O)c1C	7	-4
CCS(=O)(=O)N1CCN(S(=O)(=O)c2ccc(C)c(Cl)c2)CC1	19	5
COc1ccc(C(=O)N2CCc3cc(OC)c(OC)cc3C2c2ccccc2)cc1OC (stereo unspecified)	5	24
COc1ccc(CC(=O)NC2CCN(CC(=O)Nc3ccc4c(c3)CCC4)CC2)cc1OC	8	-32
Cc1cccnc1NS(=O)(=O)c1ccc(-c2ccccc2)cc1	8	-94
COc1ccccc1N(CC(=O)N1CCN(c2ccccc2F)CC1)S(C)(=O)=O	6	17

In another format: 3 of the compounds above
Second line of a record: PGE2 EP2 inh, EP2 mod
> O=C(Cc1ccccc1Cl)N1CCC(n2nnc3cccnc32)CC1
    5, 18
> COCCn1nnnc1C(c1cc2cccc(C)c2[nH]c1=O)N(Cc1ccccc1)Cc1cccnc1 (stereo unspecified)
    18, 26
> O=C(Nc1cccc2ccccc12)c1cc2n(n1)C(C(F)(F)F)CC(c1ccco1)N2 (stereo unspecified)
    9, -29

(continued)
SMILES	PGE2 EP2 inh	EP2 mod
O=C(Cc1c(F)cccc1Cl)NCc1ccc2c(c1)OCO2	5	-7
C=C(C)CNCCN	18	-7
CCn1ncc(S(=O)(=O)N2CCC(C(N)=O)(N3CCCCC3)CC2)c1C	5	-58
COc1ccc([C@@H]2C[C@H](OC(=O)c3cccnc3)C(=O)N2C)cc1	5	18
CC(=O)Nc1ccc(S(=O)(=O)N2CCNCC2)cc1	5	-16
O=S(=O)(NC1CCCCCC1)c1cccs1	6	-7
O=C(NCc1ccc(F)cc1)C1CCCN(c2nc3ccccc3s2)C1 (stereo unspecified)	7	-101
CCn1c(CNc2ccc(C)cc2)nnc1SCC(=O)NC(C)(C)C	5	-2
COc1ccc2cc(C#N)c(SCC(=O)Nc3ccc(F)cc3)nc2c1	17	51
O=C(Nc1ccccc1N1CCOCC1)c1cccc2ccccc12	4	-6
COC(=O)CSc1nnc(-c2ccccc2)n1C	4	-9
Cc1ccc2[nH]c(=O)c(CN(CC3CCCO3)C(=S)NC3CCCCC3)cc2c1 (stereo unspecified)	9	16
COc1ccc2nc(SCC(=O)Nc3nc4cc(C)ccc4s3)c(C#N)cc2c1	14	-53
Cn1c(SCC(=O)Nc2ccc(N)cc2)nnc1-c1cccnc1	15	1
COc1ccc(C(NC(=O)c2nnn(-c3ccccc3)c2C)c2ccncc2)cc1 (stereo unspecified)	9	15
COc1ccc(-n2c(SCC(=O)Nc3c(C)cccc3C)nnc2-c2cccnc2)cc1	10	-1
CCOC(=O)c1cnc(SCC(=O)Nc2c(C)cc(C)cc2C)nc1N	9	3
CC1CCc2c(sc3ncn(Cc4ccccc4)c(=O)c23)C1 (stereo unspecified)	4	21
O=C(NCCn1nc(-c2cccs2)ccc1=O)C1(c2ccc(Cl)cc2)CC1	11	-16
CCOC(=O)c1c(NC(C)=O)sc(C(C)=O)c1-c1ccccc1	19	32
CCC(C)(C)NC(=O)CN(C(=O)c1snc(C(N)=O)c1N)c1cc(C)cc(C)c1	16	-27
CCN(CC)CCCNC(=O)c1cc2cc(OC)ccc2oc1=O	9	-26
O=C(Cn1cnc2c(cnn2-c2ccccc2Cl)c1=O)N1CCCCCC1	7	-9
CCOC(=O)C1CCN(C(c2cc3ccc(C)c(C)c3[nH]c2=O)c2nnnn2C(C)(C)CC)CC1 (stereo unspecified)	22	-16
O=C(CCN1C(=O)/C(=C/c2ccc3c(c2)OCO3)SC1=S)N(CCO)Cc1ccccc1	10	-50
COc1ccc(CC(=O)Nc2nnc(COc3ccc(Cl)cc3)s2)cc1OC	16	-37
CC(=O)c1cccc(NC(=O)CSc2nnc(-c3ccco3)o2)c1	14	-16
Cc1nc(NC(=O)CSc2nnc(-c3ccoc3C)n2Cc2ccccc2)sc1C	8	3
CCc1ccccc1NC(=O)CSc1nnc(-c2ccco2)n1C	8	-48
N#Cc1ccc(NC(=O)CSc2nc(-c3cccs3)cc(C(F)(F)F)n2)cc1	9	-41
CCOc1cc(NC(=O)c2cccs2)c(OCC)cc1NC(=O)c1cnccn1	13	-10
Cc1cccnc1-n1c(C)cc(CN(CCO)Cc2cccnc2)c1C	8	-32
O=C(O)CN(CC(=O)O)Cc1cc2c(-c3ccccc3C(=O)O)c3cc(CN(CC(=O)O)CC(=O)O)c(=O)cc-3oc2cc1O	13	-2
O=C(O)c1ccc(S(=O)(=O)Nc2ccc3oc4c(c3c2)C(=O)CCC4)cc1	8	15
CCc1nc2ccccc2c(C(=O)Nc2ccccc2)c1C	10	-39
C=CCn1c[n+](CC(=O)c2cc(C(C)(C)C)c(O)c(C(C)(C)C)c2)c2ccccc21	4	-25
CC(C)(C)C(=O)NC1CC2CCCC(C1)N2C(=O)Nc1ccccc1Cl (stereo unspecified)	10	-64
Cc1cc2cc3c(cc2n2c(SCC(=O)N4CCc5ccccc54)nnc12)OCCO3	7	3
O=C(Cc1ccccc1)NC1NC=CS1 (stereo unspecified)	6	-19
Cc1nn(CC(=O)NC2CC2)c(=O)c2cc3occc3n12	10	7
CCCn1nnc(NC(=O)COc2ccccc2)n1	14	-2
CCOc1ccc2nc(NC(=O)CSc3nnc(-c4ccncc4)n3Cc3ccco3)sc2c1	7	-9
COc1cccc(NC(=O)N2CCC(n3nnc4cc(C(F)(F)F)ccc43)CC2)c1	15	-36
Clc1ccc(CSC2=NCCN2)cc1Cl	15	27
Cc1ccc2oc(-c3ccc(NC(=O)c4ccco4)cc3)nc2c1	8	-58
N#Cc1c(SCC(=O)c2ccccc2)nc2c(c1-c1ccncc1)CCCC2	10	17
O=C(Cc1ccccc1F)N1CCC[C@@H]1Cn1nnc2ccccc21	2	-12
CC(=O)N1CCN(C(=O)CN2C(=O)N3CCN=C3c3ccccc32)CC1	8	-28
Cc1cc(C)c2c(NCc3cn(C)nc3C)n[nH]c2n1	5	-27
COC(=O)c1c(NC(=O)c2ccco2)sc(C(=O)Nc2ccccc2OC)c1C	11	1
COC(=O)c1ccc(C2C(C#N)=C(N)Oc3cc(C)oc(=O)c32)cc1 (stereo unspecified)	13	-7
COc1cc(C(=O)NCCNc2ncnc3sc4c(c23)CCCC4)cc(OC)c1OC	8	-50
CC(NC(=O)Cc1ccc(F)cc1)c1nc(-c2cccnc2)n[nH]1 (stereo unspecified)	5	6
CCN(CC)C(=O)CSc1nnc(-c2cc(C)cc(C)c2)o1	9	-15
COc1cc(NC(=O)Cn2nnc(-c3ccccc3F)n2)cc(OC)c1	12	-81
Cc1nn(CC(=O)Nc2ccc3c(c2)OCO3)c(=O)c2ccccc12	12	21
Cc1cc(-c2cc(N)c(=O)n(C(C)C(=O)N3CCOCC3)n2)c(C)o1 (stereo unspecified)	10	-49
COc1ccc(C2(NC(=O)Cc3nc4nc(C)cc(C)n4n3)CCCCC2)cc1	2	-34
COC(=O)c1sc(NC(=O)c2ccc(OC)c(Cl)c2)c(C#N)c1C	16	-93
Cc1ccc2cc(C(c3nnnn3C(C)(C)C)N3CCc4ccccc4C3)c(=O)[nH]c2c1 (stereo unspecified)	21	-26

A different layout for part of the listing above.
Value order: PGE2 EP2 inh | EP2 mod
> Cc1cccnc1-n1c(C)cc(CN(CCO)Cc2cccnc2)c1C
  8 | -32
> O=C(O)CN(CC(=O)O)Cc1cc2c(-c3ccccc3C(=O)O)c3cc(CN(CC(=O)O)CC(=O)O)c(=O)cc-3oc2cc1O
  13 | -2

Complete entries, looked up by structure:
CC(NC(=O)Cc1ccc(F)cc1)c1nc(-c2cccnc2)n[nH]1 (stereo unspecified) across the screens: PGE2 EP2 inh: 5; EP2 mod: 6
COc1cc(NC(=O)Cn2nnc(-c3ccccc3F)n2)cc(OC)c1 across the screens: PGE2 EP2 inh: 12; EP2 mod: -81
COC(=O)c1c(NC(=O)c2ccco2)sc(C(=O)Nc2ccccc2OC)c1C across the screens: PGE2 EP2 inh: 11; EP2 mod: 1

The list goes on.
SMILES	PGE2 EP2 inh	EP2 mod
COc1ccc2[nH]c(=O)c(CN(C(C)=O)c3ccccc3C)cc2c1	11	-81
Cc1ccc(-c2cc(N)c(=O)n(CC(=O)NC3CCCC3)n2)s1	6	-99
C=CCn1c2ccccc2c2nnc(SCC(=O)OCC(=O)Nc3cccc4ccccc34)nc21	14	-15
O=C(Nc1cc2nn(-c3ccccc3)nc2cc1Cl)c1cccnc1	8	-51
CCc1nc2ccc(NC(=O)c3cnc(SC)nc3)cc2[nH]1	4	-32
Cc1onc(-c2c(Cl)cccc2Cl)c1C(=O)N[C@@H]1C(=O)N2[C@@H]1SC(C)(C)[C@@H]2C(=O)O	9	26
COc1ccc(-c2c[n+](=O)c3c(n2[O-])CCC3)cc1	17	4
COCC(CN1CCN(C2=NS(=O)(=O)c3ccccc32)CC1)OC(=O)c1ccccc1 (stereo unspecified)	5	-13
NC(=O)c1nsc(C(=O)N(C2CCCC2)C(C(=O)NC2CCCC2)c2ccc(Cl)cc2)c1N (stereo unspecified)	9	-33
Cc1ccnc(N2CCC(C(=O)Nc3cc(F)ccc3C)CC2)n1	17	-23
CC(=O)Oc1c(-c2ccccc2)oc2c(CC=C(C)C)c3c(c(OC(C)=O)c2c1=O)C=CC(C)(C)O3	11	43
CCCc1ncc(CN2CCC(NC(C)=O)(c3ccc(F)cc3)CC2)cn1	2	-11
Cc1cc2cc(CN(Cc3ccco3)C(=S)NCc3ccco3)c(=O)[nH]c2cc1Cl	5	8
CCc1cc2cc(C)ccc2nc1SCC(=O)Nc1ccccc1C	10	35
COc1ccc2cc(CN(Cc3cccnc3)C(=S)Nc3ccc(C)cc3)c(=O)[nH]c2c1	15	-23
CC[N+]1(CC)Cc2cc3ccccc3c(-c3ccccc3)c2C1	9	-6
COc1ccccc1CC(=O)N1CCC(n2nnc3ccccc3c2=O)CC1	5	-11
O=C(Nc1ccc(S(=O)(=O)NCC2CCCO2)cc1)c1cccc(F)c1 (stereo unspecified)	10	-21
CCOC(=O)C(=O)NNC(=O)c1c(O)c2ccccc2n(CC)c1=O	7	-34
COC(=O)c1sc(NC(=O)COc2ccc(Cl)c(C)c2)c(C#N)c1C	8	-10
NNc1nncc(-c2ccccc2)n1	9	-17
O=C(c1cc2sccc2n1Cc1ccccc1)N1CCCCC1	9	43
CC1CCN(c2nc3c(c(=O)[nH]2)CN(Cc2cnn(C)c2)CC3)CC1	4	4
COc1cccc(NC(=O)CSc2nc(C(C)(C)C)nc3ccccc23)c1	3	-1
O=C(O)C1CC=CCC1C(=O)Nc1ccc(C(=O)N2CCOCC2)cc1 (stereo unspecified)	8	-24
CCOC(=O)CSc1n[nH]c(CNc2ccc(C)cc2)n1	12	-14
CC(C)(N=NC(C)(C)C(=N)N)C(=N)N	10&7	-3&36
COCCCNC(=S)N(Cc1cccs1)Cc1cc2cc(C)ccc2[nH]c1=O	15	-19
COCCCNC(=O)C1CCN(S(=O)(=O)c2c(C)cc(C)cc2C)CC1	10	-27
COC(=O)c1c(NC(=O)CSc2nc(C)cc(C)n2)sc2c1CCCC2	14	21
COc1cc(OC)cc(C(=O)N2CCC(C(=O)Nc3cccc4ccccc34)CC2)c1	8	-42
COC(=O)C1=C(O)CNC1=O	14	13

Four of the compounds above, with each value named.
> COc1cccc(NC(=O)CSc2nc(C(C)(C)C)nc3ccccc23)c1
  PGE2 EP2 inh: 3 | EP2 mod: -1
> O=C(O)C1CC=CCC1C(=O)Nc1ccc(C(=O)N2CCOCC2)cc1 (stereo unspecified)
  PGE2 EP2 inh: 8 | EP2 mod: -24
> CCOC(=O)CSc1n[nH]c(CNc2ccc(C)cc2)n1
  PGE2 EP2 inh: 12 | EP2 mod: -14
> CC(C)(N=NC(C)(C)C(=N)N)C(=N)N
  PGE2 EP2 inh: 10&7 | EP2 mod: -3&36

These rows are one share of the data. The share of hits here may be higher or lower than overall.
